Compound activity (PubChem BioAssay)
Growth percent in the NCI-60 one-dose screen (48 h, 10 µM unless noted): 100 = growth as untreated, 0 = no growth, -100 = all killed.
SK-MEL-2 = SK-MEL-2 melanoma | hit rate 4.7% among 77,000
LOX IMVI = LOX IMVI melanoma; hit rate 7.4% among 79,000; AID 1794757
MALME-3M = MALME-3M melanoma | AID 1794766 | hit rate 5.8% among 78,000
UACC-62 = UACC-62 melanoma. hit rate 5.4% among 81,000
SK-MEL-5 = SK-MEL-5 melanoma. hit rate 6.4% among 80,000. AID 1794755
UACC-257 = UACC-257 melanoma; hit rate 4.4% among 78,000; AID 1794764
SK-MEL-28 = SK-MEL-28 melanoma | hit rate 4.1% among 81,000 | AID 1794761
MDA-MB-435 = MDA-MB-435 melanoma. AID 1794794. hit rate 7.8% among 82,000
* = called active by the depositor; . = not tested or not shown. How the source made its calls: active means growth percent below 10; inactive means the rest. Not a hit list; any-hit rate near 13%.

SMILES	SK-MEL-2	LOX IMVI	MALME-3M	UACC-62	SK-MEL-5	UACC-257	SK-MEL-28	MDA-MB-435
OCCNCCNc1c2ccccc2nc2cc(Cl)ccc12	91	46	84	72	80	108	108	84
CC(Nc1n[nH]c2nc(-c3ccccc3)nc(N)c12)c1ccccc1 (configuration not stated)	105	109	95	79	88	100	95	91
O=C(CCl)NCCCN1CCN(CCCNC(=O)CCl)CC1	116	105	97	106	101	106	101	106
CC/C(Cc1ccc(O)cc1)=N\NC(N)=S	114	89	119	104	109	77	103	99
COc1ccc(-c2nc(Nc3nc4ccccc4[nH]3)nc(N)c2C#N)cc1	98	94	106	89	95	108	114	117
CC1=CC(OC(=O)C(C)(O)CCC(C)(C(=O)OC2(C(C)C)CCCC3(C)OC32)C(C)C)C(C(C)C)CC1 (configuration not stated)	105	96	113	100	101	100	111	107
CCc1c(N=O)c(-c2ccccc2)n(O)[n+]1[O-]	98	99	95	98	101	89	105	104
CC1(c2cccc(Cl)c2)NC(=O)NC1=O (configuration not stated)	97	92	119	99	99	94	104	107
N#Cc1cnc2cc(OC[C@@H](O)CO)c(NC(=O)CC3CSSC3)cc2c1Nc1ccc(OCc2cccc(F)c2)c(Cl)c1	-68*	-84*	-68*	.	-97*	.	-72*	-85*
Nc1ncnc2c1ncn2C1OC2COP(O)(=S)OC3C(COP(=O)(O)OC2C1F)OC(n1ccc(=O)[nH]c1=O)C3F (configuration not stated)	77	100	100	104	111	85	110	109
CNc1ccc(Br)cc1-c1n[nH]c(=O)[nH]c1=O	.	99	110	105	.	.	107	99
CCOc1nc(-c2cccs2)n2nc(-c3cccs3)cc2n1	114	91	105	84	85	98	100	95
CCCCN(CCCC)CCC(O)c1cc2c(Cl)cc(Cl)cc2c2cc(C(F)(F)F)ccc12 (configuration not stated)	104	23	89	84	90	74	97	86
COc1cccc(/C=C/c2nc3ccccc3c(=O)n2CC(=O)Nc2ccc(Cl)cc2)c1	111	40	67	95	101	92	99	95
CCOC(=O)CSc1nc2c(c(=O)n(C)c(=O)n2C)n1CC	105	96	98	96	99	93	102	104
O=C1COCCN1c1ccc(NCc2cn(Cc3ccc(F)cc3)c3ccccc23)cc1	57	84	62	-66*	27	28	88	99
COc1ccc2ncc(C#Cc3cncc(C(=O)Nc4ccc(CN5CCN(C)CC5)c(C(F)(F)F)c4)c3)n2n1	-55*	-95*	-94*	-80*	-100*	-62*	-92*	-90*
CC(Cl)C(=O)OCCCc1ccccc1 (configuration not stated)	108	105	105	106	102	92	106	102
CN(C[C@H]1Cc2c(cccc2N2CCN(c3ncccn3)CC2)CN1)[C@H]1CCCc2cccnc21	69	36	83	54	27	55	65	41
Cc1ccccc1NNc1ccccc1C	103	106	103	96	94	105	107	106
Cc1ccc(Cl)cc1N=C=S	102	103	114	98	.	97	113	97
Cc1cc(C)nc(NS(=O)(=O)c2ccc(Nc3nc4nc(Nc5cccc(O)c5)nc(-c5ccc(O)cc5)c4c(=O)[nH]3)cc2)n1	94	89	118	91	111	128	114	91
Cn1cnc2cc(CN3CCC(OCc4ccc(F)c(F)c4)CC3)ccc21	106	64	103	95	97	103	100	89
COc1cc(N=Nc2c(O)c3ccccc3[nH]c2=O)c(OC)cc1N=Nc1ccccc1	111	102	107	101	110	94	100	113
C=CCn1c(SCC(=O)c2ccc(Cl)cc2)nnc1-c1ccc(Cl)cc1	.	97	88	78	96	102	99	93
SMILES	SK-MEL-2	LOX IMVI	MALME-3M	UACC-62	SK-MEL-5	UACC-257	SK-MEL-28	MDA-MB-435
CN1CCN(C(=O)N2c3ccccc3Sc3ccccc32)CC1	97	95	95	83	93	97	103	101
O=C(NNC(=O)OCc1ccccc1)OCc1ccccc1	120	95	85	98	116	106	110	93
Cc1ccc(-c2nc(/C=C3/C(=O)Nc4ccc(F)cc43)c3ccccn23)cc1	32	64	76	75	87	96	103	87
Cn1c(=O)c2[nH]c(Nc3cc(Cl)ccc3Cl)nc2n(C)c1=O	108	98	115	98	100	97	107	112
Cc1c(-c2cnccn2)ssc1=S	.	95	110	92	94	110	101	96
CCN(CC)CCCC(C)Nc1c2c(nc3ccc(OC)cc13)CCCC2 (configuration not stated)	128	87	118	103	105	112	101	103
C/C(=N\NC(=O)CSc1nc2ccccc2c(=O)n1CCc1ccc(S(N)(=O)=O)cc1)c1ccc([N+](=O)[O-])cc1	65	74	66	80	76	65	97	89
CC(=O)Oc1ccc(OC(C)=O)c(OC(C)=O)c1	107	97	123	103	104	108	105	114
CC(C)=N/N=C1/NC(=O)C(c2ccc(Cl)cc2)S1 (configuration not stated)	138	101	117	107	111	101	108	108
COc1ccc(/C=C/C=C\C(=O)c2ccc(N3CCN(C)CC3)cc2)cc1	98	61	70	99	72	100	98	98
COc1ccc(-c2nc(SCC(C)C)nc(N/N=C(/C)c3ccc(Cl)cc3Cl)c2C#N)cc1	102	90	100	89	98	107	107	91
Cn1ncc(CC(=O)O)c1N1C=Nc2ccccc2S1(=O)=O	98	106	97	102	95	107	108	109
O=S(=O)(O)CC(O)CN1CCN(CCO)CC1 (configuration not stated)	.	97	114	117	107	98	117	113
CCOC(=O)C1=C(C)NC(SCc2nc(C)c(C)nc2C)N=C1c1ccccc1Cl (configuration not stated)	114	94	100	75	99	104	96	103
NS(=O)(=O)c1ccc(CCn2c(SCC(=O)N/N=C/c3ccc(F)cc3)nc3ccccc3c2=O)cc1	83	97	87	95	82	95	106	101
COc1ccc(/C(C)=C(\c2ccc(OCCN3CCOCC3)cc2)c2ccc(OC(=O)c3ccccc3)cc2)cc1	92	95	103	104	95	105	107	106
CCOC(=O)c1sc(Nc2ccc(OC)cc2)nc1C	81	82	81	.	.	80	.	18
Nc1ncnc2c1N=C(c1ccccc1)CC(c1cccc(Nc3ccnc4cc(Cl)ccc34)c1)N2 (configuration not stated)	96	97	99	89	96	99	105	84
C=CCNC(=S)NNC(=S)N/N=C/c1cc(OC)c(OC)c(OC)c1	102	.	92	94	88	107	94	98
COc1ccc(-c2cc(-c3nnc(SCC(=O)Nc4ccc(C(C)=O)cc4)n3-c3ccccc3)c3ccccc3n2)cc1	103	98	96	83	98	107	109	97
COc1ccc(C2C=C(c3cc(OC)c(OC)c(OC)c3)N=C3SC=C(C)N32)c(Br)c1 (configuration not stated)	108	97	93	110	102	91	106	98
CC(C)N(C(=O)c1ccc(Cl)cc1)C(C)C	98	96	107	93	102	89	108	114
COc1cc(-c2cc(-c3nc4ccc(F)cc4[nH]3)[nH]n2)cc(OC)c1OC	18	.	7.3*	-25*	-50*	30	7.5*	5.6*
Nc1c(O)ccc2ccccc12	95	89	103	105	77	98	124	125
CC1(C)CC[C@]2(CO)CC[C@]3(C)C(=CC[C@@H]4[C@@]5(C)CCNCC(C)(C)[C@@H]5CC[C@]43C)[C@@H]2C1	54	76	63	94	72	9.9*	-29*	42

Reformatted with values under each structure: entries from further up.
Below each SMILES – SK-MEL-2, LOX IMVI, MALME-3M, UACC-62, SK-MEL-5, UACC-257, SK-MEL-28, MDA-MB-435
- CN1CCN(C(=O)N2c3ccccc3Sc3ccccc32)CC1
→ 97, 95, 95, 83, 93, 97, 103, 101
- O=C(NNC(=O)OCc1ccccc1)OCc1ccccc1
→ 120, 95, 85, 98, 116, 106, 110, 93
- Cc1ccc(-c2nc(/C=C3/C(=O)Nc4ccc(F)cc43)c3ccccn23)cc1
→ 32, 64, 76, 75, 87, 96, 103, 87
- Cn1c(=O)c2[nH]c(Nc3cc(Cl)ccc3Cl)nc2n(C)c1=O
→ 108, 98, 115, 98, 100, 97, 107, 112
- Cc1c(-c2cnccn2)ssc1=S
→ ., 95, 110, 92, 94, 110, 101, 96
- CCN(CC)CCCC(C)Nc1c2c(nc3ccc(OC)cc13)CCCC2 (configuration not stated)
→ 128, 87, 118, 103, 105, 112, 101, 103
- C/C(=N\NC(=O)CSc1nc2ccccc2c(=O)n1CCc1ccc(S(N)(=O)=O)cc1)c1ccc([N+](=O)[O-])cc1
→ 65, 74, 66, 80, 76, 65, 97, 89
- CC(=O)Oc1ccc(OC(C)=O)c(OC(C)=O)c1
→ 107, 97, 123, 103, 104, 108, 105, 114
- CC(C)=N/N=C1/NC(=O)C(c2ccc(Cl)cc2)S1 (configuration not stated)
→ 138, 101, 117, 107, 111, 101, 108, 108
- COc1ccc(/C=C/C=C\C(=O)c2ccc(N3CCN(C)CC3)cc2)cc1
→ 98, 61, 70, 99, 72, 100, 98, 98
- COc1ccc(-c2nc(SCC(C)C)nc(N/N=C(/C)c3ccc(Cl)cc3Cl)c2C#N)cc1
→ 102, 90, 100, 89, 98, 107, 107, 91

Next section
SMILES	SK-MEL-2	LOX IMVI	MALME-3M	UACC-62	SK-MEL-5	UACC-257	SK-MEL-28	MDA-MB-435
CC1CCc2c(sc3nc(SCC(=O)NN)n(-c4ccccc4)c(=O)c23)C1 (configuration not stated)	100	77	113	93	97	101	103	104
COC(=O)c1ccc(C(=O)OC)c2nn3c(N)nnc3nc12	117	99	.	101	117	151	111	109
Clc1ccc2cc(-c3nc4ccccc4[nH]3)c(Cl)nc2c1	92	87	90	92	92	108	111	106
Cc1oc2ncnc(Nc3cccc(Cl)c3)c2c1CO	98	98	88	76	88	.	106	93
Cc1nn(-c2ccc(Cl)cc2)c2nc3c(nc12)c(=O)oc1ccccc13	107	101	108	102	114	104	110	106
COC(=O)c1ccc(=O)c2nc3/c(=C/O)c(O)cc(=O)c3[nH]c12	-7.3*	19	1.5*	-3.1*	22	6.0*	34	23
CC/C(=C(/c1ccc(Cl)cc1)c1ccc(OCCN2CCCCC2)cc1)c1ccc(OC)cc1	91	53	75	79	37	54	83	66
CCOC(=O)c1cn2ncnc(Oc3ccc(NC(=O)NC4CCCCC4)c(Cl)c3)c2c1C	103	55	58	80	85	90	94	86
COC(=O)c1ccc(-n2cc(CCCOS(=O)(=O)c3ccc(-c4ccccc4)cc3)nn2)cc1	103	98	102	93	104	105	106	99
Cc1cc([N+](=O)[O-])ccc1P(=O)(O)c1ccc([N+](=O)[O-])cc1C	119	89	98	98	95	101	105	105
COc1ccc2c(c1)CC/C(=C\c1ccc(OCC(=O)Nc3nccs3)cc1)C2=O	74	106	119	107	101	100	113	155
CCOC(=O)C1CSC(N)=N1 (configuration not stated)	101	100	101	96	109	104	107	103
CCN(CC)CCOc1ccc(C(=C(C)c2ccc(OC)cc2)c2ccc(OCCN(CC)CC)cc2)cc1	-37*	-78*	-92*	-82*	-94*	-67*	-84*	-72*
NC(=O)c1n[nH]n2c1nc(=O)c1sc(-c3ccccc3)cc12	97	98	101	94	97	.	109	94
O=C(CN1C(=O)/C(=C/c2ccc(Cl)cc2)SC1=S)NCCCN1CCOCC1	111	90	91	97	96	101	101	102
CNC(=O)Nc1ccccc1C(=O)NN	98	106	101	106	109	97	109	92
CC(=O)c1cc(C(=O)N2c3ccccc3Sc3ccccc32)n2c(C)cccc12	95	92	100	63	86	94	109	97
Cc1c(-c2ccc(-c3ccccc3F)cc2)nc2ccc(F)cc2c1C(=O)O	101	9.1*	63	39	40	20	.	35
O=C1CC[C@H](NC(=O)OCc2ccccc2)C(=O)O1	101	104	111	97	102	91	112	110
Cc1cccc(C)c1NC(=O)CSC(=S)n1cnc2ccccc21	102	89	101	.	112	115	112	103
CCOC(=O)CC(NC(=O)c1cccc(NCc2ccc(C(=N)N)cc2)c1)c1ccccc1 (configuration not stated)	103	96	97	103	99	102	114	105
O=C1/C(=C/c2ccc(F)cc2)C=C(c2ccccc2)N1CCc1ccccc1	55	71	39	50	73	39	73	65
C[PH+](c1nc2ccccc2nc1[PH+](C)C(C)(C)C)C(C)(C)C.C[PH+](c1nc2ccccc2nc1[PH+](C)C(C)(C)C)C(C)(C)C.[Au+].[Cl-] (configuration not stated)	-77*	-85*	-67*	-80*	-100*	-88*	-85*	-79*
CN(C)c1ccc(C(=O)C(=O)c2ccccc2)cc1	98	95	97	100	101	.	103	99
CC1=CC(C)(C)Nc2ccc(Cc3ccc4c(c3)C(C)=CC(C)(C)N4)cc21	91	89	87	84	93	94	104	120
SMILES	SK-MEL-2	LOX IMVI	MALME-3M	UACC-62	SK-MEL-5	UACC-257	SK-MEL-28	MDA-MB-435
c1ccc2c(c1)ccc1c2nc2c3cc4ccccc4n3c3ccccc3n12	118	94	114	91	85	108	106	112
COC(=O)CCCc1ccc(CCCC(=O)OC)cc1	102	95	106	98	97	96	111	108
CC(C)CC(NC(=O)CN(Cc1ccccc1)S(C)(=O)=O)C(=O)O (configuration not stated)	125	100	99	89	95	103	100	94
CCCCCCCCCC=O	107	99	92	113	105	100	108	109
Cc1ccnc(NS(=O)(=O)c2ccc(Nc3ccnc(SCC(=O)c4ccccc4)n3)cc2)n1	106	102	102	91	102	101	114	106
N#C/C(=N\Nc1ccccc1Cl)C(=O)C1CC1	101	99	83	79	80	57	100	92
COc1cc(C2C3=C(CCCC3=O)N(c3sc4c(c3C#N)CCCC4)c3nc(N)c(C#N)c(N)c32)cc(OC)c1OC (configuration not stated)	89	91	.	.	83	84	93	88
C/C(=C(/C)C1CC1CCNS(=O)(=O)c1ccc(C)cc1)c1cc(C(C)(C)C)cc(C(C)(C)C)c1 (configuration not stated)	99	98	.	77	95	88	93	98
N#C/C(=C\NC(N)=S)c1nc2ccccc2s1	105	85	.	85	82	108	103	105
COc1ccc(-c2cc(C(=O)Nc3nc4ccc(F)cc4s3)nc3cc(-c4ccccc4)nn23)cc1	97	99	124	102	100	101	92	105
Cc1ccccc1NC(=O)CSc1[nH]c(=O)cc(C)c1C#N	92	100	102	98	90	102	137	108
O=C1CCC(N2Cc3c(NCc4ccc(-c5ccccc5)cc4)cccc3C2=O)C(=O)N1 (configuration not stated)	101	81	15	76	67	103	91	93
COc1ccc(-c2cc(C(=O)Nc3nc4ccc(Cl)cc4s3)nc3cc(-c4ccccc4)nn23)cc1OC	123	101	67	102	101	109	106	100
